Mtb RmlCD inh: M. tuberculosis RmlC/RmlD coupled enzyme inhibitors, primary screen, biochemical, compound mixtures, 384-well, from 1536-well plates; dTDP-4-dehydrorhamnose reductase (Mycobacterium tuberculosis (strain ATCC 25618 / H37Rv)) …; RmlC+RmlD coupled enzyme assay, percent inhibition; primary screen in compound mixtures; inhibition, % at 3.6 µM; 160,000 compounds, 0.03% hits; in the data active means inhibition mostly above about 34%, no sharp cut-off; further: some results filed as inactive read as strong as hits
Target sequence (P9WH09 whole entry, looked up): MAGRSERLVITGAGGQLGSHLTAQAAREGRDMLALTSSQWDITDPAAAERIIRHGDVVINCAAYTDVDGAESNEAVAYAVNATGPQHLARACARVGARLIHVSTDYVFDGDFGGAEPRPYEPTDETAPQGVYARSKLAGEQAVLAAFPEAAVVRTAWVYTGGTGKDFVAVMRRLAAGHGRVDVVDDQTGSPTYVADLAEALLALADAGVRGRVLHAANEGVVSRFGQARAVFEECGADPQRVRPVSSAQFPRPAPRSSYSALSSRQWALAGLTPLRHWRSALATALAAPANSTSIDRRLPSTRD
Target sequence (P9WH11 whole entry, looked up): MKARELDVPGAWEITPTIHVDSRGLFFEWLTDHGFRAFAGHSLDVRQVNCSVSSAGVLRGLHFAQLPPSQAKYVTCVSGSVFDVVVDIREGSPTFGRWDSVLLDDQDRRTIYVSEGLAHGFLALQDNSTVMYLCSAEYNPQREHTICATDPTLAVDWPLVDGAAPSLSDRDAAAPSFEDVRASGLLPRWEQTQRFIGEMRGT
M. tuberculosis GlmU: inhibition of mycobacterial GlmU enzyme – biochemical, glucosamine-1-phosphate acetyltransferase (AID 1376); one-dose inhibition, %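 (tested at 30 µM in the primary screen)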; IC50 in µM for titrated hits; 220,000 compounds, 0.25% hits; Bifunctional protein GlmU (Mycobacterium tuberculosis (strain ATCC 25618 / H37Rv)); M. tuberculosis GlmU acetyltransferase enzyme assay; higher % means a stronger effect; in the data active means inhibition above about 13%;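 further: 0% = complete reaction with vehicle and 100% = reaction without substrate; strong numbers were not always called active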
* marks the source's active call; other numbers are inactive results; nt = not tested or not shown. Some of the compounds tested (hit frequency here may not be typical).

SMILES | Mtb RmlCD inh | M. tuberculosis GlmU
Cc1ccc(SCc2cc(=O)n(C)[nH]2)cc1 | -5 | -7.0%
COC(=O)c1ccccc1OCCOCCOc1cccc2ccc(C)nc12 | 6 | 0.6%
COCCn1c(C)cc(C(=O)COC(=O)c2ccc(-n3nc(C)cc3C)cc2)c1C | nt | -0.9%
Cc1ccc(OCCn2cnc3sc(C(N)=O)c(C)c3c2=O)cc1 | 2 | 1.3%
CCOc1ccc(NS(=O)(=O)c2ccc(OCC)c3ncccc23)cc1 | nt | 4.3%
CCN(CC)CCCN1C(=O)C(O)=C(C(=O)c2ccco2)C1c1ccc(C)o1 (stereo not drawn) | nt | 1.2%
CCCCSc1ccc2nc(-c3ccc(C#N)cc3)cn2c1 | nt | 1.1%
CN(C)c1nc(N2CCCCC2)nc(N2CCCCC2)n1 | nt | 0.2%
Clc1ccccc1Cn1nnc2c(Nc3ccccc3)ncnc21 | -37 | 2.8%
COc1cc(NC(=O)c2ncn[nH]2)cc(OC)c1OC | 1 | -1.2%
Cc1nnc(SCCn2c(N3CC(C)CC(C)C3)nc3c2c(=O)n(C)c(=O)n3C)s1 (stereo not drawn) | 12 | 2.1%
COc1cc(NS(=O)(=O)c2ccc(NS(=O)(=O)c3ccccc3)cc2)nc(OC)n1 | 9 | -3.1%
Cc1c(Cl)cccc1NC(=S)NC1CCN(Cc2ccccc2)CC1 | -5 | 2.0%
Cc1nc(N2CCOCC2)nc(OC(C)C)c1[N+](=O)[O-] | -4 | 4.9%
Cc1ccccc1-n1nnnc1SCC(=O)Nc1ccc(S(=O)(=O)N2CCCC2)cc1 | nt | 1.1%

Some of these compounds in order of formula weight, highest first.
SMILES | Mtb RmlCD inh | M. tuberculosis GlmU
Cc1ccc(OCCn2cnc3sc(C(N)=O)c(C)c3c2=O)cc1 | 2 | 1.3%
Cc1nc(N2CCOCC2)nc(OC(C)C)c1[N+](=O)[O-] | -4 | 4.9%
COc1cc(NC(=O)c2ncn[nH]2)cc(OC)c1OC | 1 | -1.2%

Returning to the listing with the 2 entries that preceded the break.
SMILES | Mtb RmlCD inh | M. tuberculosis GlmU
Cc1nc(N2CCOCC2)nc(OC(C)C)c1[N+](=O)[O-] | -4 | 4.9%
Cc1ccccc1-n1nnnc1SCC(=O)Nc1ccc(S(=O)(=O)N2CCCC2)cc1 | nt | 1.1%
CCCn1nc2cc(C(=O)NCc3ccc4c(c3)OCO4)ccc2c1OCC | nt | 0.2%
Cn1cccc1C(=O)NC(=O)COC(=O)c1ccccc1Sc1ccccc1C#N | -5 | 5.8%
Cc1ccc(NC(=O)c2ccccc2NS(=O)(=O)c2ccc(F)cc2)cc1S(=O)(=O)N1CCCCC1 | nt | -2.0%
Cc1ccc(S(=O)(=O)NC(=O)Nc2nnc(C3CC3)s2)cc1 | -5 | -2.5%
Cc1ccccc1C(=O)OCc1nnc(-c2ccc(Cl)cc2)o1 | 9 | -3.1%
CC1(C)Cc2ccccc2C(/C(=N/O)C(N)=O)=N1 | 60 | 7.0%
CC(C)Sc1nc2c(cnn2-c2ccc(F)cc2)c(=O)[nH]1 | nt | 1.5%
O=C(c1cc2ccccc2o1)N(C1CC1)C1(C(=O)Nc2ccccc2)CCCC1 | 4 | -3.9%
COc1cc(-n2c(=O)c3ccccc3n(CC(=O)c3ccccc3)c2=O)cc(OC)c1OC | -6 | -4.2%
COc1cc(OC)cc(C(=O)N[C@H](C(=O)Nc2nnc(C3CC3)s2)C(C)C)c1 | 25 | 2.1%
CCOc1c(S(=O)(=O)NC2CC(C)(C)NC(C)(C)C2)ccc(Cl)c1Cl | -13 | -2.4%
CCCCn1c(=O)[nH]c(=O)c2c1nc(-c1ccccc1F)n2Cc1ccccc1OC | -2 | -2.8%
COc1ccc(CC(=O)Nc2ccc(N3CCCCC3)cc2)cc1 | 7 | 1.0%
Cc1ccc2c(c1)/C(=C/c1ccco1)C(=O)N2 | -13 | -1.4%
CCCS(=O)(=O)N1CCN(S(=O)(=O)c2ccccc2[N+](=O)[O-])CC1 | -11 | -1.3%
Cc1nc2ccc(C(=O)O)cc2nc1C | nt | 0.0%
COC(=O)c1ccc(C2/C(=C(/O)c3ccc(OC)cc3)C(=O)C(=O)N2c2cc(C)on2)cc1 (stereo not drawn) | nt | -1.0%
NC(=O)COC(=O)/C=C/c1cccc(Br)c1 | 7 | 0.7%
Cc1ccc(CNC(=O)CSc2ccc(-c3ccccn3)nn2)cc1 | 12 | 1.4%
CN1CCC(O)(c2ccccc2)C2CCCC21 (stereo not drawn) | 1 | -4.9%
CCOc1cc(C(=O)NC)cc(Br)c1OCc1ccccc1 | 0 | -7.3%
CN1CCN(c2cc3c(cc2F)c(=O)c(C(=O)O)cn3CCF)CC1 | -9 | 1.6%
O=C(C1CCN(c2ccc(N3CCOCC3)nn2)CC1)N1CCc2ccccc2C1 | 6 | -2.3%
N/C(=N\OC(=O)N1c2ccccc2Sc2ccccc21)c1ccc(Br)cc1 | -5 | 2.5%
O=C(CCSc1ccccc1)Nc1ccc(S(=O)(=O)N2CCOCC2)cc1 | -3 | 3.8%
O=C(COC(=O)c1cnccn1)c1ccc2ccccc2c1 | -10 | 3.9%
NC(=O)C1CCN(Cc2nc3cc(C(F)(F)F)ccc3c(=O)[nH]2)CC1 | -8 | 5.5%
CC(C)(C)NC(=O)c1cccc(NC(=O)c2ccco2)c1 | -10 | -8.2%
CC(C)CCN(C)C1CCN(C(=O)Nc2c(F)cccc2F)CC1 | 7 | -0.1%
CCOc1ccc(S(=O)(=O)Nc2ccc3c(c2)OCO3)c2cccnc12 | 24 | -0.8%

Reformatted tab-delimited: part of the list above.
SMILES	Mtb RmlCD inh	M. tuberculosis GlmU
CN1CCN(c2cc3c(cc2F)c(=O)c(C(=O)O)cn3CCF)CC1	-9	1.6%
CCOc1ccc(S(=O)(=O)Nc2ccc3c(c2)OCO3)c2cccnc12	24	-0.8%

Next part
SMILES | Mtb RmlCD inh | M. tuberculosis GlmU
CN(c1ccccc1)c1nc(N)c([N+](=O)[O-])c(N2CCCCC2)n1 | nt | -4.4%
CCn1c(NCc2ccccn2)nc2c1c(=O)n(C)c(=O)n2C | 4 | -1.5%
COc1ccc(C(=O)CSc2n[nH]c(-c3ccncc3)n2)cc1[N+](=O)[O-] | -4 | 0.1%
O=C(NCC(c1cccs1)N1CCOCC1)c1cc2ccccc2o1 (stereo not drawn) | 6 | 0.5%
O=C(Nc1ccc2c(c1)OCCO2)c1cccc2nc3ccccc3nc12 | 18 | -1.7%
CCNc1nnc(CCn2nc(C)c(Br)c2C)s1 | nt | 5.2%
COc1ccc(OC)c2sc(N(CCN(C)C)C(=O)c3cc(Cl)sc3Cl)nc12 | 6 | -3.9%
CCN1C(=O)c2ccccc2S(=O)c2ccc(C(=O)N3CCOCC3)cc21 (stereo not drawn) | -4 | 1.2%
COc1cc(OC)c2c(-c3ccccc3)cc(=O)oc2c1C(CCN1CCCC(C)C1)c1ccc(N(C)C)cc1 (stereo not drawn) | nt | -5.6%
Nc1nc(N2C(=O)C3CC=CCC3C2=O)nn1-c1ccccc1 (stereo not drawn) | nt | -2.3%
CCC(=O)Nc1ccc(/C(C)=N\NS(=O)(=O)c2ccc(C)cc2)cc1 | nt | 0.8%
N#C/C(=C\c1ccc(N2CCOCC2)o1)c1ccccc1 | 14 | -1.9%
COc1ccc(CCNC(=O)/C=C/c2cc(OC)c(OC)c(OC)c2)cc1OC | -14 | 1.1%
c1ccc(-c2ccc(SCc3cccnc3)nn2)nc1 | -7 | 3.7%
Cc1[nH]n(-c2ccccc2)c(=O)c1Sc1ccc(Cl)cc1 | 4 | 2.6%
COc1ccc2c(c1)C(=O)/C(=C/C=C/c1ccccc1)CC2 | nt | -0.8%
N#Cc1cnc2sc3ccccc3n2c1=N | 1 | 8.5%
COc1ccc(C(CNC(=O)c2ccc(S(=O)(=O)N(C)C)cc2)N2CCCC2)cc1 (stereo not drawn) | -10 | -1.4%
COC(=O)C(N)Cc1ccc(O)cc1 (stereo not drawn) | -11 | 4.6%
CCOC(=O)c1[nH]c(CSc2nnc(-c3ccncc3)n2CCOC)c(C(=O)OCC)c1C | -4 | 1.5%
CCCCC(=O)N(CCC)CCC | -7 | -0.9%
N/C(Cn1cncn1)=N\NC(=O)C(=O)Nc1ccccc1 | nt | 2.9%
CCS(=O)c1scc(-c2ccc(Cl)cc2)c1C#N (stereo not drawn) | -6 | -5.3%
CC1=NOC2(C1)N(C)c1ccccc1C2(C)C (stereo not drawn) | -14 | 0.0%
O=C(NCc1ccccn1)c1ccc(Cn2cc(Br)cn2)o1 | 1 | -3.6%
CCN(CC)CCN1C(=O)C(O)=C(C(=O)c2cc3cccc(OC)c3o2)C1c1ccc(F)cc1 (stereo not drawn) | -10 | -7.5%
Cc1cc(-c2nn(C)c(=O)c3ccccc23)ccc1CNC(=O)NC1CCCCC1 | 14 | -6.6%
Cc1ccccc1-n1nc2c(c1NC(=O)c1c(-c3ccccc3Cl)noc1C)CSC2 | -12 | -4.0%
COc1ccc(-c2oc3ccc(-c4ccc5c(c4)OCO5)cc3c2-c2ccc(OC)nc2)cc1 | nt | 2.8%
Cc1ccc(-n2nc(-c3ccco3)cc2C(=O)NCc2cccnc2)cc1 | 6 | nt
Clc1ccc(CNc2ccccn2)cc1 | 1 | 0.4%
CCC(C)(C)n1nnnc1C(c1ccc(OC)c(OC)c1)N1CCN(c2cccc(OC)c2)CC1 (stereo not drawn) | -6 | -0.1%
COC(=O)CSc1ccc(C#N)c(SCC(=O)OC)c1 | -4 | 0.2%
O=C(c1ccccc1)c1n[nH]c(-c2ccccc2)cc1=O | -7 | -1.0%
COc1ccc(NC(=O)CSc2nnc(Cc3cccn3C)n2CCc2ccccc2)c(OC)c1 | 35 | 2.9%
O=C(NCc1ccco1)c1cnn2c1NC(c1ccccc1)CC2C(F)(F)F (stereo not drawn) | nt | 6.9%
CCOc1ccc2nc(NC(=O)Nc3cccs3)sc2c1 | nt | 6.7%
O=C(Oc1nsnc1N1CCOCC1)N1CCCC1 | nt | 8.9%
COc1ccc(OC)c(NC(=O)C2CCC(CNc3c(N4CCOCC4)c(=O)c3=O)CC2)c1 (stereo not drawn) | 5 | -4.1%
CC(C)(C)S(=O)(=O)/C(C#N)=N/Nc1ccc(C#N)cc1 | nt | 0.6%
O=C(Nc1cccc(Cl)c1N1CCCC1)c1ccc(Br)o1 | nt | 5.0%
O=C(CSc1nnc(-c2cccs2)n1CC1CCCO1)c1cc2ccccc2o1 (stereo not drawn) | -2 | nt
Cc1ccc2oc(=O)c3cc(C(=O)NCc4ccco4)sc3c2c1 | 8 | -0.2%
CC(O)CN(CCC(N)=O)CCC(N)=O (stereo not drawn) | nt | 3.9%
Cc1cccc(N2C(=O)/C(=C\c3ccc(OC(F)F)cc3)c3ccccc3C2=O)c1 | 13 | -1.4%
CCN(CC)CCOc1ccccc1C(C)=O | -13 | 2.7%
O=C1NC(=O)C(CCc2ccncc2)(Cc2cccc(Cl)c2Cl)C(=O)N1c1ccc(Br)cc1 (stereo not drawn) | -1 | 2.4%
O=S(=O)(c1ccc(-c2nnc(SCc3nnc(-c4ccccc4)o3)o2)cc1)N1CCCC1 | -7 | 1.7%
O=C(C[n+]1ccc(/C=N/O)cc1)N1CCCCC1 | nt | 2.8%
CCOc1ccc(C(CC(=O)O)NC(=O)CCCOc2ccc(Cl)cc2C)cc1 (stereo not drawn) | -5 | -1.5%
O=C(NCCCn1ccnc1)Nc1ccc(Cl)cc1Cl | nt | 1.2%
O=C(CSc1nnc(-c2ccccc2)n1-c1ccc(Cl)cc1)NNC(=S)Nc1ccccc1 | 6 | -1.3%
O=C(NCC(=O)N(c1ccccc1F)C(C(=O)NC1CCCC1)c1ccco1)c1ccco1 (stereo not drawn) | nt | 7.3%
CCSc1ncc(CO)c(N)n1 | -6 | 2.0%
CN1CCN(CCC(=O)N/N=C/c2ccccc2F)CC1 | -4 | 1.2%
Cc1ccc(NC(=O)CN(C)CC(=O)Nc2ccc(N3CCOCC3)cc2)cc1F | 17 | 0.3%
CCN(CC)c1ccc2cc(-c3nnc(-c4ccncc4)o3)c(=O)oc2c1 | 6 | 9.2%
O=C(Cn1c(C(=O)N2CCN(C3CCCC3)CC2)cc2sccc21)c1ccccc1 | -3 | 4.9%
N#CC1=C(S)N(c2ccc(F)cc2)C(c2ccco2)NC1=O (stereo not drawn) | -12 | 4.4%
C[n+]1c(-c2ccccc2)cc(-c2ccc(O)cc2)cc1-c1ccccc1 | 7 | -4.2%

The listing continues.
SMILES | Mtb RmlCD inh | M. tuberculosis GlmU
COc1ccccc1NC(=S)NCc1ccc2c(c1)cc(C)n2C | -5 | -1.7%
CN1C2=CC=CC=CC2=[N+](C)C12C=CC(=[N+]([O-])[O-])C=C2[N+](=O)[O-] (stereo not drawn) | -9 | 2.7%
O=C(Nc1nc2ccccc2[nH]1)c1ccc([N+](=O)[O-])cc1 | -11 | -3.6%
O=C(O)C1CCCCC1C(=O)NCc1ccc(Cl)c(Cl)c1 (stereo not drawn) | 7 | -6.2%
Cn1c(N2CCCC2)nc2c1c(=O)n(Cc1ccc(Cl)cc1)c(=O)n2C | 6 | 1.8%
CC1CCCN(C(=O)c2ccc3nc[nH]c3c2)C1 (stereo not drawn) | nt | 5.8%

Fetched by structure from the list above:
SMILES | Mtb RmlCD inh | M. tuberculosis GlmU
N#CC1=C(S)N(c2ccc(F)cc2)C(c2ccco2)NC1=O (stereo not drawn) | -12 | 4.4%
COc1ccc(CC(=O)Nc2ccc(N3CCCCC3)cc2)cc1 | 7 | 1.0%
CC1(C)Cc2ccccc2C(/C(=N/O)C(N)=O)=N1 | 60 | 7.0%
CN(c1ccccc1)c1nc(N)c([N+](=O)[O-])c(N2CCCCC2)n1 | nt | -4.4%

Assay outcomes deposited in PubChem BioAssay by several laboratories.
